NCI-60 one-dose screen, 48 h, at 10 µM unless noted. Numbers give growth in % (100 = growth as untreated, 0 = no growth, -100 = all killed).
COLO 205 = COLO 205 colon cancer | 79,000 compounds, 7.3% hits | AID 1794742
NCI-H322M = NCI-H322M lung cancer; AID 1794733; 80,000 compounds, 2.7% hits
HCT-116 = HCT-116 colon cancer; 82,000 compounds, 7.3% hits
HCT-15 = HCT-15 colon cancer; 82,000 compounds, 5.2% hits; AID 1794746
NCI-H23 = NCI-H23 lung cancer. 80,000 compounds, 4% hits. AID 1794731
NCI-H460 = NCI-H460 lung cancer; 82,000 compounds, 6.8% hits; AID 1794736
NCI-H522 = NCI-H522 lung cancer; 78,000 compounds, 8% hits; AID 1794739
NCI/ADR-RES = NCI/ADR-RES ovarian cells. 81,000 compounds, 4.4% hits
NCI-H226 = NCI-H226 lung cancer. 79,000 compounds, 3.5% hits. AID 1794732
An asterisk follows results filed as active; · = not tested or not shown; & = joins results of further samples; ! = a repeat was not active. The calls were made as follows: active = growth percent below 10; inactive = the rest.

No. | molecule | COLO 205 | NCI-H322M | HCT-116 | HCT-15 | NCI-H23 | NCI-H460 | NCI-H522 | NCI/ADR-RES | NCI-H226
1 | O=C(CN1CCN(c2cc3c(cc2F)c(=O)c(C(=O)O)cn3C2CC2)CC1)N/N=C/c1ccc(Cl)cc1 | 112 | 96 | 92 | 98 | 102 | 99 | 97 | 105 | 101
2 | CCOC(=O)/C(=C/c1ccc(C#N)cc1)N(CC)CC | 109 | 106 | 99 | 105 | 100 | 105 | 95 | 108 | 100
3 | COc1ccc(/C=C/C(=O)c2cc3c(N)c(C(=O)Nc4cccc5ccccc45)sc3nc2C)cc1 | 103 | 96 | 87 | 44 | 85 | 76 | 26 | 59 | 85
4 | COc1cccc(C/C(C)=C(/c2ccc(OCCN3CCCCC3)cc2)c2ccc(OC(C)=O)cc2)c1 | 98 | 116 | 81 | 60 | 88 | 103 | 108 | 100 | 102
5 | Clc1ccc(OCCBr)cc1 | 104 | 104 | 98 | 104 | 106 | 104 | 94 | 102 | 92
6 | CCN(CC)c1ccc(N2C(=O)/C(=C/c3cccs3)SC2=S)cc1 | 101 | 92 | 96 | 102 | 95 | 98 | 83 | 97 | 94
7 | O=C1Nc2ccc(Cl)cc2C1=Nc1ccc(O)cc1 | 107 | 96 | 99 | 93 | 88 | 102 | 93 | 90 | 95
8 | CNCCCC(C)Nc1ccnc2cc(Cl)ccc12 (stereo not given) | · | 94 | 91 | 99 | 96 | 103 | 84 | 95 | 77
9 | NC(=O)c1cccc(NC(=O)C2CCCO2)c1 (stereo not given) | 105 | 109 | 104 | 100 | 103 | 100 | 87 | 100 | 101
10 | O=C1Nc2ccccc2/C1=N/N1C(=O)CN(CCCl)C1=O | 112 | 101 | 99 | 105 | 100 | 102 | 90 | 102 | 95
11 | Cc1cc(SCc2ccccc2Cl)nc(N)n1 | 129 | 86 | 95 | 102 | 105 | 107 | 101 | 112 | 95
12 | Nc1nccc2c1ncn2C1OC(CO)C(O)C1O (stereo not given) | 100 | 116 | 113 | 102 | 99 | 114 | 98 | 97 | 100
13 | CN1C(=O)/C(=C\C(=O)c2cc3ccccc3oc2=O)c2ccccc21 | 52 | 99 | 53 | 40 | 46 | 92 | -69* | 53 | 75
14 | CNc1ccc2nc3ccc(=[N+](C)C)cc-3sc2c1 | -30* | 28&31 | -49* | 9.6*! | -7.9* | 9.7*! | 8.6* | 1.6* | 51&63
15 | COc1ccc(NC(=O)Cn2c(=O)c3c(ncn3C)n(C)c2=O)cc1 | 106 | 107 | 98 | 103 | 100 | 107 | 87 | 106 | 98
16 | O=C(O)C(c1ccccc1)(c1ccccc1)c1ccccc1 | 110 | 104 | 103 | 92 | 100 | 101 | 95 | 107 | 98
17 | O=[N+]([O-])c1ccc(S(=O)(=O)c2ccc([N+](=O)[O-])cc2)cc1 | 121 | 111 | 110 | 108 | 112 | 118 | 80 | 114 | 107
18 | CCCCCCCCCCCCCCCCCCOC(=O)CCl | 102 | 112 | 94 | 99 | 97 | 105 | 104 | 107 | 99
19 | CCOC(=O)C(C(=O)OCC)C(C)C | 89 | 94 | 94 | 95 | 94 | 100 | 99 | 104 | 99
20 | O=C(Cn1c(O)c(C=Nc2ccc(Nc3nccs3)cc2)c2ccccc21)c1ccc(F)cc1 | 120 | 103 | 101 | 110 | 86 | 101 | · | 103 | 79
21 | COc1ccc2nc(-c3ccc(Cl)cc3)cc(C(=O)N3N=C(c4ccc(N)cc4)CC3c3ccc(OC)c(OC)c3)c2c1 (stereo not given) | 93 | 94 | 96 | 101 | 90 | 100 | 84 | 98 | 100
22 | O=C(Cn1cc(CN2C(=O)c3ccc([N+](=O)[O-])cc3C2=O)nn1)Nc1ccccc1F | 111 | 102 | 106 | 102 | 98 | 108 | 96 | 103 | 101
23 | COc1cc2nc(NC3CC3)nc(NC3CCNCC3)c2cc1OC | · | 96 | 72 | 103 | 95 | 81 | 90 | 100 | ·
24 | CC(C)Sc1nc(NN)c(C#N)c(-c2ccccc2)n1 | 114 | 91 | 88 | 96 | 100 | 99 | 95 | 100 | 100
25 | CC(=O)Nc1ccc([N+](=O)[O-])cc1C | 114 | 110 | 92 | 96 | 93 | 102 | 88 | 98 | 89
26 | COc1ccc2c(c1)CCC1C2=CCC2C(=O)OC(=O)C21C (stereo not given) | 111 | 100 | 102 | 102 | 101 | 107 | 98 | 96 | 96
27 | CCOC(=O)N1CCC2(CC1)NC(=O)c1ccccc1N2N=O | 119 | 106 | 109 | 104 | 105 | 110 | 99 | 108 | 96
28 | C[C@H]1[C@H]2C3=CC[C@@H]4[C@@]5(C)CCC(=O)NC(C)(C)[C@@H]5CC[C@@]4(C)[C@]3(C)CC[C@@]2(C(=O)O)CC[C@@H]1C | 103 | 101 | 93 | 88 | 100 | 96 | 81 | 100 | 87
29 | O=C(CS(=O)(=O)c1ccc(Cl)cc1)c1ccccc1 | 128 | 111 | 112 | 99 | 98 | 100 | 96 | 109 | 108
30 | Cc1ccc2nc(NC(=O)CSc3nc4c(c(=O)n3-c3ccccc3)SCC4)sc2c1 | 122 | 114 | 106 | 107 | 100 | 111 | 85 | 107 | 97
31 | NCCOCCOc1nc(Oc2ccccc2C(=O)O)cc(-c2ccco2)n1 | 115 | 97 | 102 | 100 | 97 | 106 | 101 | 103 | ·
32 | COC(=O)C1CC(O)C(O)C(O)C1 (stereo not given) | 111 | · | 102 | 108 | 110 | 106 | 99 | 107 | ·
33 | Cc1cc(C)c(NS(=O)(=O)c2ccccc2)c(C)c1NS(=O)(=O)c1ccccc1 | 114 | 108 | 88 | 100 | 96 | 109 | 91 | 89 | 99
34 | CCNc1nc2ccccc2c2c(=O)c3cc(F)cc(Cl)c3sc12 | 105 | 97 | 100 | 104 | 92 | 104 | 84 | 101 | 99
35 | COc1cc(/C=C/C(=O)c2ccc(NC(=O)c3cc4cc5ccccc5nc4s3)cc2)cc(OC)c1OC | 110 | 95 | 92 | 101 | 91 | 103 | 86 | 111 | 122
36 | CC(=O)c1cc(C(=O)c2ccc3c(c2)Sc2ccccc2N3)c2cc(C)ccn12 | -62* | 35 | -24* | 8.4* | 16 | 1.0* | -48* | 12 | 57
37 | CC(C)CCc1nc2ccc(NCc3ccc(OCCN4CCCCC4)cc3)cc2[nH]1 | 110 | 103 | 73 | 84 | 85 | 103 | 109 | 96 | 84
38 | Cc1ccc(C(c2ccccc2C)C(Cl)(Cl)Cl)cc1 (stereo not given) | 109 | 106 | 111 | 98 | 119 | 105 | · | 108 | 103
39 | Cc1c(-c2ccccc2)nnn1-c1ccc(F)cc1F | · | 107 | 103 | 98 | 113 | 102 | 105 | 119 | 85
40 | O=C1/C(=C/c2ccccc2)COc2ccc(O)cc21 | 93 | 99 | 52 | 57 | 97 | 103 | 74 | 104 | 104
41 | COc1cc(-c2nc3ccccc3s2)ccc1OCc1nc2n(n1)S(=O)(=O)c1ccccc1N2c1ccccc1 | 113 | 93 | 99 | 99 | 109 | 110 | 85 | 107 | 96
42 | CC(=O)OCCN1C=C(S(C)(=O)=O)C2=NCCN2C1=O | 105 | 96 | 93 | 98 | 103 | 106 | 99 | 103 | 108
43 | Cc1cc(=O)n(C(=O)Nc2ccccc2Cl)c2cc(O)ccc12 | 100 | 89 | 101 | 107 | 99 | 100 | 95 | 100 | 99
44 | Clc1ccc2c(NCCNC34CC5CC(CC(C5)C3)C4)ccnc2c1 | -58* | -62* | -40* | -82* | -73* | -63* | -77* | -71* | -24*
45 | CCc1cnc(=S)n(-c2ccccc2)c1 | 120 | 117 | 93 | 103 | 89 | 116 | 105 | 98 | 110
46 | CCC(=O)c1sc(Nc2ccc(Cl)cc2C)nc1N | 122 | 99 | 113 | 97 | 101 | 101 | 83 | 108 | ·
47 | O=C(Nc1ccc(I)cc1F)c1cc(I)ccc1O | 91 | -3.1* | 5.2* | 4.8* | -13* | 2.9* | -5.0* | 5.6* | -4.5*
48 | O=c1nc2sc3ccc(Br)cc3cc-2s1 | · | 102 | 87 | 94 | 98 | 85 | 85 | 98 | 89
49 | O=C(Cn1nnc2ccccc21)N/N=C/c1cc2ccccc2s1 | 58 | 92 | 60 | 38 | 85 | 68 | 32 | 51 | 86
50 | COc1ccc(C(=O)/C=C/c2ccc(OC)c(OCc3ccccc3)c2)cc1OC | 20 | 14 | 11 | 1.8* | · | 4.0* | -11* | -4.7* | 14

Next part.
No. | molecule | COLO 205 | NCI-H322M | HCT-116 | HCT-15 | NCI-H23 | NCI-H460 | NCI-H522 | NCI/ADR-RES | NCI-H226
51 | COc1ccc(/C=C2\Cc3cc(F)ccc3C2=O)cc1OC | 80 | 99 | 60 | 90 | 92 | 104 | 86 | 92 | 100
52 | CCOC1Oc2ccccc2C(=O)/C1=N/c1nccs1 (stereo not given) | 95 | 100 | 93 | 80 | 95 | 106 | · | 88 | 84
53 | COC1=NC(=C(c2ccccc2)c2ccccc2)OC1=O | 104 | 109 | 105 | 103 | 106 | 109 | · | 108 | 99
54 | O=C1CSC(=NNc2ncnc3ccccc23)N1c1ccccc1 | 112 | 94 | 103 | 101 | · | 104 | 99 | 102 | 92
55 | OCCN(CCCCN(CCO)Cc1ccccc1)Cc1ccccc1 | 89 | 95 | 107 | 106 | 102 | 106 | 91 | 98 | 95
56 | O=C(NCCNCCO)c1cc([N+](=O)[O-])cc([N+](=O)[O-])c1O | 110 | 103 | 103 | 106 | 103 | 104 | 92 | 107 | 98
57 | CC1CCc2ccccc2N1 (stereo not given) | 103 | 104 | 98 | 105 | 95 | 102 | 90 | 96 | 92
58 | CCn1c(Cn2nc(C)cc2C)nnc1SCC(=O)Nc1ccc(S(N)(=O)=O)cc1 | 114 | 99 | 94 | 92 | 87 | 94 | 97 | 98 | 98
59 | O=C(Nc1ccc(-c2nc3ccccc3s2)cc1N1CCCCC1)c1ccccn1 | 109 | 101 | 91 | 81 | 101 | 104 | 95 | 103 | 96
60 | c1ccc(CCc2ccccc2)cc1 | 119 | 112&117 | 108&99 | 102&109 | 104&105 | 106&118 | 105&87 | 100&105 | 94&107
61 | C/C(=N\Nc1ccc(S(N)(=O)=O)cc1)c1cc2ccccc2o1 | · | 104 | 113 | 96 | 104 | 101 | 101 | 112 | ·
62 | COc1cc(C(=O)NNS(=O)(=O)c2ccccc2)cc(OC)c1OC | 107 | 118 | 95 | 108 | 113 | 114 | 142 | 105 | 107
63 | COc1cc(/C=C/C(=O)c2ccc(F)cc2)ccc1OCCCCOc1ccc(/C=C/C(=O)c2c(C)nc3ccccc3c2C)cc1OC | 119 | 103 | 91 | 96 | 75 | 104 | 59 | 91 | 69

Molecules above containing a Cl atom, in the order listed:
No. | molecule | COLO 205 | NCI-H322M | HCT-116 | HCT-15 | NCI-H23 | NCI-H460 | NCI-H522 | NCI/ADR-RES | NCI-H226
1 | O=C(CN1CCN(c2cc3c(cc2F)c(=O)c(C(=O)O)cn3C2CC2)CC1)N/N=C/c1ccc(Cl)cc1 | 112 | 96 | 92 | 98 | 102 | 99 | 97 | 105 | 101
5 | Clc1ccc(OCCBr)cc1 | 104 | 104 | 98 | 104 | 106 | 104 | 94 | 102 | 92
7 | O=C1Nc2ccc(Cl)cc2C1=Nc1ccc(O)cc1 | 107 | 96 | 99 | 93 | 88 | 102 | 93 | 90 | 95
8 | CNCCCC(C)Nc1ccnc2cc(Cl)ccc12 (stereo not given) | · | 94 | 91 | 99 | 96 | 103 | 84 | 95 | 77
10 | O=C1Nc2ccccc2/C1=N/N1C(=O)CN(CCCl)C1=O | 112 | 101 | 99 | 105 | 100 | 102 | 90 | 102 | 95
11 | Cc1cc(SCc2ccccc2Cl)nc(N)n1 | 129 | 86 | 95 | 102 | 105 | 107 | 101 | 112 | 95
18 | CCCCCCCCCCCCCCCCCCOC(=O)CCl | 102 | 112 | 94 | 99 | 97 | 105 | 104 | 107 | 99
21 | COc1ccc2nc(-c3ccc(Cl)cc3)cc(C(=O)N3N=C(c4ccc(N)cc4)CC3c3ccc(OC)c(OC)c3)c2c1 (stereo not given) | 93 | 94 | 96 | 101 | 90 | 100 | 84 | 98 | 100
29 | O=C(CS(=O)(=O)c1ccc(Cl)cc1)c1ccccc1 | 128 | 111 | 112 | 99 | 98 | 100 | 96 | 109 | 108
34 | CCNc1nc2ccccc2c2c(=O)c3cc(F)cc(Cl)c3sc12 | 105 | 97 | 100 | 104 | 92 | 104 | 84 | 101 | 99
38 | Cc1ccc(C(c2ccccc2C)C(Cl)(Cl)Cl)cc1 (stereo not given) | 109 | 106 | 111 | 98 | 119 | 105 | · | 108 | 103
43 | Cc1cc(=O)n(C(=O)Nc2ccccc2Cl)c2cc(O)ccc12 | 100 | 89 | 101 | 107 | 99 | 100 | 95 | 100 | 99
44 | Clc1ccc2c(NCCNC34CC5CC(CC(C5)C3)C4)ccnc2c1 | -58* | -62* | -40* | -82* | -73* | -63* | -77* | -71* | -24*
46 | CCC(=O)c1sc(Nc2ccc(Cl)cc2C)nc1N | 122 | 99 | 113 | 97 | 101 | 101 | 83 | 108 | ·

Compound activity from PubChem BioAssay.
